Rab9 prom act – activates the Rab9 promoter | Huh7 Rab9 promoter-luciferase reporter, luminescence, 24 h | Potency, µM (titrated, usually from 9.22 µM), for the others: at the highest dose activation, negative = inhibition, hits mostly activators | 320,000 tested, 2.8% active | AID 485297; further: potency means the concentration at half of the fitted maximal effect; % of control where 0% means no effect; nearly all actives have a fitted effect of over 60% in size
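Measured in stably transfected Huh7 cells bearing a Rab9 promoter–luciferase construct: 24 h compound treatment at 37 °C, followed by luminescence detection.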
NPC1 promoter act – activators of NPC1 promoter; Huh7 NPC1 promoter luciferase reporter, 24 h; Potency, µM (titrated, usually from 9.22 µM), inactives show top-dose activation, actives largely listed as activators; 320,000 tested, 2.4% active; AID 485313;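 further: potency means the concentration at half of the fitted maximal effect; % of control where 0% means no effect; nearly all actives have a fitted effect of over 60% in size; reporter is driven by a mutant NPC1 promoter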
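Huh7 cells stably carrying NPC1 promoter–luciferase, plated in Opti-MEM with 10% FBS for 2 h, were exposed to compound in DMSO for 24 h at 37 °C; luciferase reagent was added for 10 min and luminescence read.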
Giardia kill – kills Giardia lamblia; Giardia lamblia trophozoite viability; activity change, % at 7.66 µM, hits read low; 340,000 tested, 0.15% active; AID 540267; in the data active means activity change below about -80%; inconclusive means between about -30% and that limit;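 further: parasites exposed to compound for two days anaerobically before the ATP read; on the % scale 0 is the no-effect control and ±100 the full control effect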
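Luminescence from cellular ATP indicates surviving trophozoites (100 cells/well) following 48 hrs anaerobic compound treatment at 37 deg C; signal develops 15-30 min at room temperature.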
ELG1 genotoxic – genotoxicity induction in ELG1-luciferase HEK293T cells; HEK293T ELG1-luciferase reporter, luminescence, 16 h; Potency, µM (highest dose often 46 µM), inactives show top-dose activity change, positive = activation, hits mostly activators; 330,000 tested, 1.3% active; further: potency means the concentration at half of the fitted maximal effect; % of control where 0% means no effect; nearly all actives have a fitted effect of over 60% in size
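16 hr compound incubation (37 °C, 5% CO2) of HEK293T cells carrying luciferase-tagged ELG1; luciferase then measured by ONE-Glo luminescence after 30 min at RT.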
FLuc counter – counter-screen for miR-21 project: firefly luciferase inhibitors or activators; AID 588342; 360,000 tested, 6.9% active; purified FLuc, Km substrates, luminescence inhibition; Potency, µM (series often up to 57.5 µM), inactives show at the top dose activity change, negative = inhibition, most hits filed as inhibitors;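 further: potency means the concentration at half of the fitted maximal effect; plate controls were vehicle for no effect and reference inhibitor for full effect; nearly all actives have a fitted effect of over 55% in size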
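Purified P. pyralis luciferase (10nM final) with 10uM D-luciferin and 10uM ATP (Km levels) in 50mM Tris acetate pH 7.5, 10mM Mg acetate, 0.01% Tween-20, 0.05% BSA; qHTS 6-point titration, ~60 µM downward; luminescence read.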
KCNH2 3.1 inh – KCNH2 3.1 (human) potassium channel inhibition; U2OS KCNH2 3.1, thallium flux FluxOr; stronger effect = lower value; activity change, % (tested at about 1.8 µM); 340,000 tested, 0.95% active; AID 720553;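 active means maximum activity change below -70%; inconclusive means maximum activity change from -70% to -50%; inactive means maximum activity change above -50%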;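 further: thallium influx rate constant from kinetic fluorescence after stimulation buffer; on the % scale 0 is the no-effect control and ±100 the full control effect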
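We transduce U2OS cells with the mutant 3.1 virus, culture them overnight, load FluxOr with Red40 quencher for 45 min, then add stimulation buffer and read kinetically for 2 min to derive a normalized rate constant.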
Gal4-VP16 FLuc – counter-screen for ROR gamma inhibitors: Gal4-VP16 reporter. Drosophila S2 Gal4-VP16 UAS-luciferase, luminescence, 20 h. 310,000 tested, 3.5% active. Potency, µM (top dose mostly 53.6 µM), for inactives: top-dose activity, negative = inhibition, most hits filed as inhibitors;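 further: Gal4-VP16 expression switched on by copper sulfate through the metallothionein promoter; potency means the concentration at half of the fitted maximal effect; on the % scale 0 is the no-effect control and ±100 the full control effect; nearly all actives have a fitted effect of over 50% in size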
Tb PFK block – inhibitors of T. brucei phosphofructokinase; O15648; T. brucei PFK, ADP-Glo luminescence; Potency, µM (titrated, usually from 57.5 µM), without a hit: at the highest dose activity, negative = inhibition, hits mostly inhibitors; 330,000 tested, 0.17% active; AID 485367;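 further: potency means the concentration at half of the fitted maximal effect; 0% = uninhibited 1x PFK enzyme wells and -100% = no-enzyme wells; nearly all actives have a fitted effect of over 60% in size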
Target sequence (O15648 whole entry, looked up): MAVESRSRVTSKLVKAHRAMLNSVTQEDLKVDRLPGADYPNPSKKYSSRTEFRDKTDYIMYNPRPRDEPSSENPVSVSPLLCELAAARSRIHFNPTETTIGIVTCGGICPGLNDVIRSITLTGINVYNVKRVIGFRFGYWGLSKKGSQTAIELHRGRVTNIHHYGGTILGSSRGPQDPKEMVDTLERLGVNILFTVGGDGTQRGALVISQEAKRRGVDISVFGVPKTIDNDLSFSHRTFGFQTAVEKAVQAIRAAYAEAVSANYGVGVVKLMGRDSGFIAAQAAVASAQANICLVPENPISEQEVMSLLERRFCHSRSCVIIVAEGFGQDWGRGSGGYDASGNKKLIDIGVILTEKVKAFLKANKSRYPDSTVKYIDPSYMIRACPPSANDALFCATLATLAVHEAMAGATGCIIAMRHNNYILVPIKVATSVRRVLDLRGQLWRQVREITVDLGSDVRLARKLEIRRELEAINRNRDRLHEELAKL
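Luminescent ADP detection (ADP-Glo, two-step: ATP depletion then ADP-to-ATP conversion for luciferase) reported PFK activity after 45 min room-temperature reaction of 1.25 nM enzyme with 0.5 mM F6P and 0.1 mM ATP at pH 8.0.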
Coupling enz – inhibits coupling enzyme system, counter-screen for aldolase hits | coupling enzyme system counterscreen, AmpLite Red fluorescence | activity change, negative = inhibition, % at 58.2 µM, hits read low | 290,000 tested, 0.67% active; in the data active means activity change below about -30%; further: on the % scale 0 is the no-effect control and ±100 the full control effect
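Coupling enzymes only (glyceraldehyde-3-phosphate) + compound, at 57.5 uM final, 10 min RT; add substrate/coupling/AmpLite Red mix, 20 min RT; fluorescence ex 525/em 598 nm. Actives flag coupling-system interference.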
RORgamma inh – ROR gamma (mouse) transcription inhibition; P51450; Drosophila S2 Gal4-RORgamma UAS-luciferase reporter, 20 h; Potency, µM (doses to about 53.6 µM), for inactives: top-dose activity change, negative = inhibition, usual class: inhibitors; 310,000 tested, 5.4% active; further: potency means the concentration at half of the fitted maximal effect; on the % scale 0 is the no-effect control and ±100 the full control effect; nearly all actives have a fitted effect of over 60% in size
Target sequence (P51450 whole entry, looked up, the tested form may be a part): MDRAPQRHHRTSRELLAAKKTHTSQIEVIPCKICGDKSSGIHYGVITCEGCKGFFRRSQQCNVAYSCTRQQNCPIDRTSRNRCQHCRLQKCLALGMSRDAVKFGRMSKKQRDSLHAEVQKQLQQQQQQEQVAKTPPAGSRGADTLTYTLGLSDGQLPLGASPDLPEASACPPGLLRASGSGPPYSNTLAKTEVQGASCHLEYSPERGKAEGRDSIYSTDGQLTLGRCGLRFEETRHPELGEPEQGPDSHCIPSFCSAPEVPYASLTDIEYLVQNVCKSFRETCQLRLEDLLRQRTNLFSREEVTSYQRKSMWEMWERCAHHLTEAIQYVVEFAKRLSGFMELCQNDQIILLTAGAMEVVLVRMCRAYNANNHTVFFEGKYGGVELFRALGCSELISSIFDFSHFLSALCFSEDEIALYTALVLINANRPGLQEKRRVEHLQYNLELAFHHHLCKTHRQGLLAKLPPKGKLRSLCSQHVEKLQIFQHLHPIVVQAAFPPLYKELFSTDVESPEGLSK
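ROR gamma transcriptional activity was tracked as Gal4-UAS luciferase output in stably transfected Drosophila Schneider cells, with compound added 1 hr before 700 uM copper sulfate induction and a 20 hr ambient-temperature incubation.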
uPA surface inh – cell surface uPA generation inhibition; cell surface uPA generation assay, qHTS; Potency, µM (doses to about 38.3 µM), inactives show at the highest dose activity change, negative = inhibition, actives largely listed as inhibitors; 330,000 tested, 0.31% active; AID 540303; active means well fitted inhibition curve with a large enough effect; inconclusive means small, poorly fitted or top-dose-only effect; inactive means no such curve, though single readings can be large or run the other way; tested in mouse RAW 264.7 cells; further: potency means the concentration at half of the fitted maximal effect; on the % scale 0 is the no-effect control and ±100 the full control effect; nearly all actives have a fitted effect of over 55% in size
* = called active by the depositor; ? = inconclusive; / = no result given; & = joins results of further samples; [ ] = another dose, or the depositor's remark. Unless noted, the call rests on the fitted dose curve; in most records, active means well fitted curve in the direction sought with a large enough effect; inconclusive means small, poorly fitted or top-dose-only effect, or another doubt; inactive means no such curve, though single readings can be large; an effect the other way counts as inactive or inconclusive. An unsorted share of the library; overall some 14% were active at least once.

SMILES	Rab9 prom act	NPC1 promoter act	Giardia kill	ELG1 genotoxic	FLuc counter	KCNH2 3.1 inh	Gal4-VP16 FLuc	Tb PFK block	Coupling enz	RORgamma inh	uPA surface inh
COc1ccccc1NC(=O)COC(=O)CCC1CCCC1	/	/	-19	3%	/	-7	/	-1%	/	/	1%
Cc1cccnc1NC(=O)C1CCN(S(=O)(=O)c2c(C)noc2/C=C/c2ccco2)CC1	1%	-3%	-3	0%	-1%	6	-1%	-2%	1	28%	-3%
Cc1c(NS(=O)(=O)c2cc(Br)cc3c2N(C(=O)C2CC2)CC3)c(=O)n(-c2ccccc2)n1C	-1%	-2%	8	2%	-10%	7	5%	-3%	0	21%	-2%
Cc1cc(-c2nc3ccccc3c(=O)o2)ccc1[N+](=O)[O-]	16%	27%	-22	?	2.7µM*	7	-9%	3%	2	1%	-6%
CC1(C)CC(=O)c2c(n(-c3cccc4ccccc34)ccc2=O)C1	-2%	-1%	-1	5%	7%	1	11%	1%	2	?	-2%
COc1cc(OC)c(OC)cc1/C=N/NC(=O)c1cc(-c2cccn2C)n[nH]1	0%	5%	10	0%	-16%	-3	-2%	2%	-5	39%	0%
CCCCN(C(=O)CSc1n[nH]c(-c2ccc(C)cc2)n1)c1c(N)n(CCCC)c(=O)[nH]c1=O	-3%	-1%	-8	?	8.5µM*	0	/	0%	/	/	-5%
COc1ccc(S(=O)(=O)N2CCCCCC2)cc1N(C)S(=O)(=O)c1ccccc1	-4%	-4%	-12	-1%	-2%	8	1%	14%	1	36%	-5%
Cc1n[nH]c(C)c1Cc1ccc(C(=O)O)cc1	-1%	2%	-2	-2%	7%	6	-9%	6%	3	-15%	-6%
CC(=O)Nc1ccc(S(=O)(=O)NC2CC(=O)N(c3ccc(C)c(C)c3)C2)cc1 (stereo not given)	-10%	-9%	7	0%	-14%	-7	/	0%	/	/	-10%
Cc1ccc(NC(=O)/C=C/C(=O)O)c([N+](=O)[O-])c1	-4%	-2%	-9	-1%	-8%	13	2%	-9%	11	14%	3%
CC(Cl)C(=O)NNc1cccc(Cl)n1 (stereo not given)	5%	0%	2	-1%	0%	-37	-4%	0%	-1	-4%	7%
Cc1ccc(NC(=O)CCC(=O)O)cc1F	1%	1%	-2	2%	1%	1	-1%	0%	1	-11%	/
CN(CCOC(=O)c1cccc(Br)c1)C(C)(C)C	1%	5%	38[activator]	-7%	1%	-2	-9%	4%	-2	-2%	0%
CN(C(=O)COC(=O)c1cccs1)c1c(N)n(Cc2ccccc2)c(=O)[nH]c1=O	-6%	1%	-8	2%	2%	4	/	1%	/	/	2%
COc1ccc(C(=O)O/N=C(\N)c2ccccn2)cc1[N+](=O)[O-]	4.5µM*	2.5µM*	-18	?	12µM*	-6	-6%	-6%	1	-42%[1.91 µM]	-7%
Cc1ccc(S(=O)(=O)NC2c3cccc4cccc(c34)C2Sc2nc(C)cc(C)n2)cc1 (stereo not given)	2%	-10%	-5	-6%	5%	6	-4%	0%	-1	-4%	0%
Cn1c(=O)c2c(ncn2CC(=O)N2CCN(c3ccccc3F)CC2)n(C)c1=O	0%	-2%	10	?	-6%	-20	0%	0%	-2	-4%	6%
CC1CN(c2oc(-c3ccco3)nc2S(=O)(=O)c2ccccc2)CC(C)O1 (stereo not given)	20%	0%	-8	0%	-1%	-15	1%	2%	5	-23%[10 µM]	2%
COc1ccc(NC(=O)CSc2n[nH]c(CNc3cccc(C)c3)n2)cc1	2%	-7%	5	10%	?	1	-5%	3%	1	-27%	8%
CCOc1ccccc1N1CCN(C(=O)c2cccc(S(=O)(=O)N3CCOCC3)c2)CC1	-1%	-7%	28	-8%	-1%	-1	/	3%	/	/	-2%
COC(=O)c1cc(C(=O)OC)n(Cc2ccc(C)cc2)c1C	-5%	-3%	9	5%	-14%	43	11%	-7%	-1	-12%	-1%
COc1cccc(CN2CCN(Cc3ccon3)CC2CCO)c1 (stereo not given)	-1%	2%	-26	0%	-2%	-8	1%	-2%	1	-14%	-9%
O=C(Cn1cc(C(F)(F)F)cc(Cl)c1=O)Nc1cccc(Cl)c1	-4%	-1%	11	0%	4%	-7	-8%	3%	1	-6%	1%
O=C(O)c1cn(Cc2ccccc2Cl)c2ccc(S(=O)(=O)N3CCOCC3)cc2c1=O	-2%	-4%	-22	-6%	2%	0	-3%	-4%	-1	5%	5%

Arranged by length of the SMILES (ascending): some entries from above
SMILES	Rab9 prom act	NPC1 promoter act	Giardia kill	ELG1 genotoxic	FLuc counter	KCNH2 3.1 inh	Gal4-VP16 FLuc	Tb PFK block	Coupling enz	RORgamma inh	uPA surface inh
CC(Cl)C(=O)NNc1cccc(Cl)n1 (stereo not given)	5%	0%	2	-1%	0%	-37	-4%	0%	-1	-4%	7%
O=C(Cn1cc(C(F)(F)F)cc(Cl)c1=O)Nc1cccc(Cl)c1	-4%	-1%	11	0%	4%	-7	-8%	3%	1	-6%	1%
COc1cc(OC)c(OC)cc1/C=N/NC(=O)c1cc(-c2cccn2C)n[nH]1	0%	5%	10	0%	-16%	-3	-2%	2%	-5	39%	0%
CCOc1ccccc1N1CCN(C(=O)c2cccc(S(=O)(=O)N3CCOCC3)c2)CC1	-1%	-7%	28	-8%	-1%	-1	/	3%	/	/	-2%
O=C(O)c1cn(Cc2ccccc2Cl)c2ccc(S(=O)(=O)N3CCOCC3)cc2c1=O	-2%	-4%	-22	-6%	2%	0	-3%	-4%	-1	5%	5%
Cc1ccc(S(=O)(=O)NC2c3cccc4cccc(c34)C2Sc2nc(C)cc(C)n2)cc1 (stereo not given)	2%	-10%	-5	-6%	5%	6	-4%	0%	-1	-4%	0%

New compounds follow:
SMILES	Rab9 prom act	NPC1 promoter act	Giardia kill	ELG1 genotoxic	FLuc counter	KCNH2 3.1 inh	Gal4-VP16 FLuc	Tb PFK block	Coupling enz	RORgamma inh	uPA surface inh
CCCOc1ccc(N2CC(C(=O)NC(C)C)CC2=O)cc1 (stereo not given)	1%	7%	0	3%	2%	7	3%	2%	5	13%[10 µM]	-2%
CCOC(=O)C1CCCN(C(=S)Nc2cccc(Cl)c2C)C1 (stereo not given)	-5%	-5%	-7	0%	-1%	1	?	-1%	1	?	20%
CN(C)CCOC(=O)c1cccc(Br)c1	2%	1%	15	-2%	-2%	-2	-10%	1%	-1	-4%	16%
Cc1nc2nc(SCc3ccccc3)[nH]n2c(=O)c1CCC(C)C	-1%	-3%	-23	1%	-2%	-2	10%	-8%	5	0%	-8%
Cc1ccc(Cn2nc(C)c(NC(=O)C3CC3)c2C)cc1	1%	-1%	6	-8%	-3%	-2	-3%	2%	-2	34%	3%
NC1=NC(=O)C(CC(=O)c2ccc(Cl)cc2)S1 (stereo not given)	0%	2%	10	-7%	1%	-6	4%	9%	3	-6%	-7%
NC(=O)c1ccc(NC(=O)CSc2nc3ccccc3c(=O)n2CCCN2CCOCC2)cc1	-4%	-3%	11	?	-5%	-4	/	-6%	/	/	16%
c1cncc(-c2cnc3ccccc3c2)c1	-5%	21%	-6	?	?	-3	/	-2%	/	/	-8%
O=C(Nc1cc2nn(-c3ccccc3)nc2cc1Cl)c1ccco1	3.5µM*	4µM*	-1	9.2µM*	?	-9	5%	5%	2	42%	1%
CC(NCC(=O)Nc1ccccc1C(=O)NC1CC1)c1ccc(F)cc1F (stereo not given)	2%	-3%	-12	-3%	4%	-7	/	0%	/	/	4%
COc1ccc([N+](=O)[O-])cc1NC(=O)C(C)OC(=O)CSC(C)C(=O)Nc1cc(C)on1 (stereo not given)	-9%	-5%	11	-2%	7%	-2	/	0%	/	/	5%
O=C(NCCc1ccco1)C(=O)NCC1OCCCN1S(=O)(=O)c1ccc(Cl)cc1 (stereo not given)	0%	-2%	-2	-13%	-3%	-3	1%	-7%	/	-23%	-14%
CCOC(=O)Cc1csc(NC(=O)c2ccc(S(=O)(=O)N(CCOC)CCOC)cc2)n1	6%	-2%	1	-7%	-5%	39	-11%	-4%	2	11%	-20%
COc1cccc2c(=O)c3ccoc3n(C)c12	-1%	-1%	2	6%	0%	-6	-3%&12%	2%	2&1	-14%&0%	9%
CCOc1ccccc1N1CCN(c2nc3ccccc3nc2C(C#N)C(=O)OC)CC1 (stereo not given)	-1%	0%	9	-7%	-2%	15	-2%	-5%	-17	-26%	2%

Screens from PubChem.
